CHRM5 agonist: human M5 muscarinic receptor agonists, primary screen, CHO-K1 cells, Fluo-8 calcium fluorescence; activation, % at 3 µM; 360,000 tested, 0.19% active; Muscarinic acetylcholine receptor M5 (Homo sapiens), P08912; CHO-K1 hM5 cells; 0% DMSO wells, 100% maximal acetylcholine response;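 active means activation above the run's mean over test compounds plus 3 SD, cut at about 23% in these data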;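 further: signal is peak over basal fluorescence ratio across the kinetic read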
Target sequence (P08912 whole entry, looked up): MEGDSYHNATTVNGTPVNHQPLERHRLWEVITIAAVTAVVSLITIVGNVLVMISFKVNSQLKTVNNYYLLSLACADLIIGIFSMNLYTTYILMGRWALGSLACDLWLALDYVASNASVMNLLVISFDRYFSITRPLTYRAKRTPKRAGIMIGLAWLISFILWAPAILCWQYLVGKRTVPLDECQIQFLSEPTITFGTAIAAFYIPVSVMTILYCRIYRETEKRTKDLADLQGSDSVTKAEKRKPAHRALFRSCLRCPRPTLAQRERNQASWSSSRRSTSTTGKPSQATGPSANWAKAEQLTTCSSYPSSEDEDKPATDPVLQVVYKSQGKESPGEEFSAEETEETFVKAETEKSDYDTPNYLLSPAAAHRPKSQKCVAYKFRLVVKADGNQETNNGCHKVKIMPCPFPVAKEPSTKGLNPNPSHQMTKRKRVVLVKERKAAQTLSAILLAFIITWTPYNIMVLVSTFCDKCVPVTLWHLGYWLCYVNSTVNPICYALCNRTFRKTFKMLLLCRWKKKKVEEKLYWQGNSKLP
CHRM1 agonist: human M1 muscarinic receptor agonists, primary screen, Fluo-8 calcium fluorescence, CHO-K1 cells, HTS. activation, % at 3 µM. AID 588814, 2011. 360,000 tested, 0.33% active. CHO-K1 hM1, agonist mode; 0% DMSO, 100% acetylcholine EC100;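 active means activation above the run's mean compound activation plus 3 SD, cut at about 16% in these data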;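 further: peak over basal fluorescence ratio within a 140 s kinetic read after compound addition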
M4 ag: human M4 muscarinic receptor agonists, primary screen, CHO-K1 cells, Fluo-8 calcium fluorescence. Muscarinic acetylcholine receptor M4 (Homo sapiens), P08173. CHO-K1 hM4/Gqi5; vehicle 0%, full acetylcholine response 100%. activation, % at 3 µM. 360,000 tested, 0.14% active. AID 624127, 2012;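 active means activation above the run mean over all test wells plus 3 SD, cut at about 32% in these data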;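 further: peak over basal fluorescence ratio per well then scaled between controls; 0% = DMSO wells and 100% = acetylcholine at EC100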
M1 PAM: human M1 muscarinic receptor positive allosteric modulators, primary screen, CHO-K1 cells, Fluo-8 calcium fluorescence, 1536-well; 360,000 tested, 0.088% active; AID 588819, 2011; CHO-K1 hM1, ACh EC20; 0% = ACh EC20, 100% = maximal ACh; Muscarinic acetylcholine receptor M1 (Homo sapiens), P11229; activation, % at 3 µM; in the data active means activation above about 19%, passing the limit was not always enough
TAAR1 ag: human TAAR1 agonists, primary screen, Fluo-8 calcium fluorescence, CHO RD-HGA16 cells | 360,000 tested, 0.99% active | activation, % at 3 µM | vehicle wells 0%, saturating PEA agonist 100%;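 active means activation above the mean activation of all test compounds in the run plus 3 SD, cut at about 38% in these data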
Target sequence (Q96RJ0 whole entry, looked up): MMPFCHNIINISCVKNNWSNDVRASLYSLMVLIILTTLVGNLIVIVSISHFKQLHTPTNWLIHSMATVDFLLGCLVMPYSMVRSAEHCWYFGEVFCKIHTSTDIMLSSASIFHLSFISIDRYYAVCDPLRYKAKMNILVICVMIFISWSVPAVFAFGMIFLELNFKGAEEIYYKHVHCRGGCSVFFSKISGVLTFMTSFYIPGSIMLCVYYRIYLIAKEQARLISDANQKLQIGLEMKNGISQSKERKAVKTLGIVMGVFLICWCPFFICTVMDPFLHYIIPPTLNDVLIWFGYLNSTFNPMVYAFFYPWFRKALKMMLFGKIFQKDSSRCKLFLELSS
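System: CHO-derived RD-HGA16 cells with stable Gα16 and human TAAR1 / Times: 17-24 h plating, Fluo-8 75 min 37 °C, 30 min RT / Technique: calcium-sensitive Fluo-8 signal, excitation 470-495, emission 515-575 nm / Measure: % activation relative to PEA EC100 response / Benchmarks: DMSO and PEA EC100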
CHRM1 antagonist: human M1 muscarinic receptor antagonists, primary screen, CHO-K1 cells, Fluo-8 calcium fluorescence, 1536-well. Muscarinic acetylcholine receptor M1 (Homo sapiens), P11229. CHO-K1 hM1, ACh EC80 antagonist. inhibition, % at 3 µM. 360,000 tested, 1.3% active;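 active means percent inhibition above its own plate's cutoff, namely the mean of that plate's compound wells plus 3 SD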;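 further: peak over basal fluorescence ratio during 140 s after agonist addition; 0% = ACh EC80 plus DMSO and 100% = DMSO alone without agonist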
CHRM5 PAM: human M5 muscarinic receptor positive allosteric modulators, primary screen, CHO-K1 cells, Fluo-8 calcium fluorescence; Muscarinic acetylcholine receptor M5 (Homo sapiens), P08912; activation, % at 3 µM; 360,000 tested, 0.3% active; CHO-K1 hM5, ACh EC20 PAM; 0% = ACh EC20, 100% = ACh EC100;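 active means activation above the run cutoff, the mean activation of all test compounds plus 3 SD, cut at about 18% in these data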
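Replicates: One well per compound, no replicates | System: Human M5 receptor in CHO-K1 cells | Benchmarks: Low control EC20 acetylcholine (0%), high control EC100 acetylcholine (100%) | Probe or stimulus: Acetylcholine, EC20 level | Times: Fluo-8 loading 80 min at 37 °C plus 30 min room temperature | Signal: Intracellular calcium via Fluo-8 fluorescence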
CHRM5 antagonist: human M5 muscarinic receptor antagonists, primary screen, CHO cells, Fluo-8 calcium fluorescence; Muscarinic acetylcholine receptor M5 (Homo sapiens), P08912; AID 624040, 2012; 360,000 tested, 0.59% active; inhibition, % at 3 µM; CHO-hM5 cells, ACh EC80;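 active means inhibition above a per-plate cutoff, the mean of that plate's test compounds plus 3 SD, cut at about 27% in these data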;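 further: 0% = acetylcholine EC80 with DMSO and 100% = DMSO without agonist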
CHRM4 antagonist: human M4 muscarinic receptor antagonists, primary screen, CHO cells, Fluo-8 calcium fluorescence. inhibition, % at 3 µM. Muscarinic acetylcholine receptor M4 (Homo sapiens), P08173. CHO-hM4 cells, ACh EC80. 360,000 tested, 0.73% active;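 active means inhibition above its plate's cutoff, the mean inhibition of sample wells plus 3 SD, cut at about 27% in these data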;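 further: 0% = acetylcholine EC80 with DMSO and 100% = DMSO without agonist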
* hit, by the source's call; . = no result given.

Results follow in this order: CHRM5 agonist	CHRM1 agonist	M4 ag	M1 PAM	TAAR1 ag	CHRM1 antagonist	CHRM5 PAM	CHRM5 antagonist	CHRM4 antagonist
- CC(=O)C1=C(O)C(=O)N(CCCO)C1c1ccccc1 (stereo not drawn)
→ 3	-3	1	-2	7	-2	-4	-5	-2
- O=C(COC(=O)c1c[nH]c(=O)[nH]c1=O)NCc1ccccc1
→ -1	-3	1	10	11	-10	0	-4	7
- CC1CCN(c2[nH]c(=S)c(C#N)c3c2CCCC3)CC1
→ 1	-1	0	1	-1	-18	-3	-4	2
- CN(CC(=O)Nc1ccccc1Sc1ccccc1)C1CCCCC1
→ -2	-7	-2	-6	-1	2	0	7	-6
- Cc1nc(-c2ccc(F)cc2)c(CC(=O)N(C)CC(=O)Nc2ccc(Br)cc2C)s1
→ -3	-5	0	10	0	-16	-3	7	-9
- COc1cccc(C(=O)NCC(=O)N2CCC3(CC2)NCCc2[nH]cnc23)c1
→ -1	-7	1	-4	5	1	1	13	7
- CC(C)C(=O)Nc1ccc(C(=O)N/N=C/c2cc(Br)cc(Br)c2O)cc1
→ -1	-5	0	7	-1	-9	4	4	-1
- CC(C)CNC(=O)CC1Nc2ccccc2NC1=O (stereo not drawn)
→ -1	-5	3	7	.	-9	3	0	0
- COc1ccc(-c2nnn(CC(=O)N(CCN3CCOCC3)C(C(=O)NC3CCCCC3)c3ccco3)n2)cc1 (stereo not drawn)
→ -5	-10	1	8	6	0	9	-14	-2
- CCOC(=O)c1nnc(-c2ccccc2)o1
→ 1	1	0	4	12	1	-2	0	6
- CC1(C)CC(=O)/C(=C(\O)Cc2ccccc2)C(=NCCCCCC(=O)O)C1
→ -1	-5	1	1	1	14	1	-6	-10
- COc1ccc(NC(=O)Nc2cccc3c2O[C@H](CN(C)S(=O)(=O)c2ccccc2)[C@@H](C)CN([C@H](C)CO)C3=O)cc1
→ -2	-10	9	-4	9	4	1	9	-3
- CN(CC(=O)Nc1cccc(F)c1)C(=O)c1ccc(N2CCCCC2)c([N+](=O)[O-])c1
→ 6	1	11	-10	3	14	-9	6	9
- CCC1(CC)Cc2ccccc2C(N)=C1C#N
→ -4	-5	-1	3	1	-6	2	-3	-11
- COc1cc(C2/C(=C(\O)c3ccc4c(c3)CC(C)O4)C(=O)C(=O)N2CCCn2ccnc2)ccc1O (stereo not drawn)
→ -3	-2	0	0	-1	-6	4	0	0
- Cc1cccc(NC(=O)C2(c3ccccc3)CCOCC2)c1
→ -1	-4	1	-7	2	9	-7	13	0
- Cn1nc(CC(=O)NCCN2C(=O)CSC2=O)c2ccccc2c1=O
→ 0	-3	0	13	5	-15	0	-3	7
- COc1cc2c(cc1OC)CN(S(=O)(=O)c1ccc3c(c1)OCCO3)CC2
→ 1	-2	3	7	8	-1	0	-2	11
- Cn1cc(Cl)c(C(=O)N/N=C/c2ccc(OS(=O)(=O)c3ccccc3)cc2)n1
→ -2	-3	8	-7	22	2	-8	3	3
- O=C(N/N=C/C=C/c1ccco1)C(O)c1ccccc1 (stereo not drawn)
→ 1	2	1	12	4	-18	0	-1	9
- COc1ccc(NC(=O)Cn2cnc3sc(C)c(S(=O)(=O)N4CCN(C)CC4)c3c2=O)cc1OC
→ 1	-8	0	11	4	-9	6	3	3
- CCOC(=O)Cc1csc(NC(=O)c2cc(=O)c3ccccc3o2)n1
→ 1	4	11	9	7	8	-6	-12	-6
- COc1cc(SC)ccc1C(=O)NCCOc1ccccc1Cl
→ -2	-1	2	2	12	4	-5	7	-2
- Cc1ccc(NC(=O)NNC(=O)Cn2nc(-c3ccccc3)c(-c3ccccc3)c(C#N)c2=O)cc1
→ -6	-4	0	4	6	-5	-1	-1	11
- O=C(CSc1nc2[nH]ncc2c(=O)n1-c1ccccc1Br)NCc1ccco1
→ -2	-4	1	19	0	-4	1	4	4
- CC(C)=CCN1CCN(Cc2cn(C(C)C)c3ccccc23)CC1CCO (stereo not drawn)
→ -9	-8	2	-4	6	-10	0	-4	-7
- COc1ccc(/C=C2\N=C(SC)N(C)C2=O)cc1
→ -3	-9	-1	3	0	4	2	0	11
- COC(=O)c1sccc1NC(=O)Nc1cccc(Cl)c1Cl
→ -1	-2	0	12	3	-21	-2	-1	-8
- CCN(CC)CCCNC(=O)c1ccc2c(Cl)c3c(nc2c1)CCCC3
→ -6	-10	0	-16	4	1	-5	8	-1
- CCOC(=O)C1CCN(CC(O)COc2ccc(S(=O)(=O)N3CCCC3)cc2[N+](=O)[O-])CC1 (stereo not drawn)
→ -8	-9	1	-24	3	40*	-2	4	-9

Overlap with the part before: 3 entries; new compounds follow.
Results follow in this order: CHRM5 agonist	CHRM1 agonist	M4 ag	M1 PAM	TAAR1 ag	CHRM1 antagonist	CHRM5 PAM	CHRM5 antagonist	CHRM4 antagonist
- COC(=O)c1sccc1NC(=O)Nc1cccc(Cl)c1Cl
→ -1	-2	0	12	3	-21	-2	-1	-8
- CCN(CC)CCCNC(=O)c1ccc2c(Cl)c3c(nc2c1)CCCC3
→ -6	-10	0	-16	4	1	-5	8	-1
- CCOC(=O)C1CCN(CC(O)COc2ccc(S(=O)(=O)N3CCCC3)cc2[N+](=O)[O-])CC1 (stereo not drawn)
→ -8	-9	1	-24	3	40*	-2	4	-9
- CCOc1cc(/C=C2\SC(=O)N(c3ccc(O)cc3)C2=O)ccc1O
→ 6	4	0	5	10	-10	8	-7	-6
- COC(=O)c1ccccc1NC(=O)CN(c1cc(OC)ccc1OC)S(C)(=O)=O
→ 2	-3	3	10	4	-14	-1	1	-8
- COC(=O)[C@H]1Cc2c([nH]c3ccccc23)[C@H](c2ccccc2)N1
→ -2	-4	2	8	1	-13	0	7	0
- Cc1cc(C(=O)CN2C(=O)C(=O)N(Cc3ccccc3)C2=O)c(C)n1-c1ccc2c(c1)OCCO2
→ -2	-8	1	11	1	-6	-8	-3	7
- COc1ccc(-c2[nH]ncc2C=O)cc1
→ -1	-2	17	-2	-1	1	-14	10	0
- COC(=O)CCC(=O)Nc1cccc(C(=O)Nc2cccc(Cl)c2)c1
→ 14	9	14	-3	31	-8	-3	1	7
- O=C1c2cccc3c(N4CCCCC4)ccc(c23)C(=O)N1c1cccc(O)c1
→ 141*	36*	41*	-7	121*	32*	-19	37*	36*
- CC(=O)OCCCN1c2ccccc2Nc2nnc(-c3ccccc3)cc21
→ -7	-2	8	-6	10	15	-28	2	5
- O=C(NNC1=C(C(=O)C(F)(F)F)CCC1)c1ccc(Cl)cc1
→ 1	-7	0	3	-3	-2	-1	4	1
- O=C(CCCNC(=O)c1ccc(Cl)cc1)Nc1cccc(S(=O)(=O)N2CCCCC2)c1
→ 3	-4	7	2	6	6	3	7	-3
- Cc1ccc(C(C(=O)NC2CCCC2)N(Cc2cccnc2)C(=O)c2snc(C(N)=O)c2N)o1 (stereo not drawn)
→ -4	-3	7	8	5	-5	-5	5	-11
- COc1ccc(N=C2SC(CC(=O)Nc3ccc(F)cc3)C(=O)N2Cc2ccco2)cc1 (stereo not drawn)
→ -4	-12	5	0	0	0	-9	8	12
- CC[C@@]1(C(=O)OC)N[C@H](CN(C)C(=O)c2ccccc2)[C@@H]2C(=O)N(Cc3ccccc3)C(=O)[C@@H]21
→ 0	-3	3	5	2	-7	-1	-3	-20

Laid out differently: entries from further up
CHRM5 agonist	CHRM1 agonist	M4 ag	M1 PAM	TAAR1 ag	CHRM1 antagonist	CHRM5 PAM	CHRM5 antagonist	CHRM4 antagonist	Compound
2	-3	3	10	4	-14	-1	1	-8	COC(=O)c1ccccc1NC(=O)CN(c1cc(OC)ccc1OC)S(C)(=O)=O
-1	-2	17	-2	-1	1	-14	10	0	COc1ccc(-c2[nH]ncc2C=O)cc1
-4	-3	7	8	5	-5	-5	5	-11	Cc1ccc(C(C(=O)NC2CCCC2)N(Cc2cccnc2)C(=O)c2snc(C(N)=O)c2N)o1 (stereo not drawn)

Of the compounds above, these have a nitro group on carbon.
Results follow in this order: CHRM5 agonist	CHRM1 agonist	M4 ag	M1 PAM	TAAR1 ag	CHRM1 antagonist	CHRM5 PAM	CHRM5 antagonist	CHRM4 antagonist
- CN(CC(=O)Nc1cccc(F)c1)C(=O)c1ccc(N2CCCCC2)c([N+](=O)[O-])c1
→ 6	1	11	-10	3	14	-9	6	9
- CCOC(=O)C1CCN(CC(O)COc2ccc(S(=O)(=O)N3CCCC3)cc2[N+](=O)[O-])CC1 (stereo not drawn)
→ -8	-9	1	-24	3	40*	-2	4	-9

Source: PubChem (The Scripps Research Institute Molecular Screening Center)

Only part of the results is shown. The share of hits here may be higher or lower than overall.
